S100A4 inh HTS: S100A4-myosin IIA interaction inhibition; S100A4/TAMRA-MyoIIA peptide fluorescence polarization; inhibition, % at 10.7 µM; 360,000 compounds, 0.14% hits; AID 652163;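 active means mean inhibition of at least 70% across replicates, with every replicate also reaching that level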
Target sequence (P26447 whole entry, looked up): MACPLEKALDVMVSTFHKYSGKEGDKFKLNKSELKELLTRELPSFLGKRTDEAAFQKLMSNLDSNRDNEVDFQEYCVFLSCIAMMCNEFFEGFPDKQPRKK
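Material: S100A4 monomer protein | Medium: HEPES pH 7.2 with CaCl2, KCl, NaCl, DTT, Triton | Reagent: Labelled myosin peptide probe, 5 nM | Doses: One dose per compound | Times: 5 min incubation before reading | Benchmarks: Neutral control DMSO, positive control TFP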
esBAF inh: blocks esBAF chromatin remodeling in mouse ES cells; Bmi1-luciferase knock-in reporter, 24 h; 100% = twice the neutral-well signal; 350,000 compounds, 2% hits; reporter increase, % at 12.5 µM; in the data active means activation above about 40%;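 further: 0% = median of the plate's neutral control wells and 100% = double that signal; a rise in the Bmi1 reporter signal indicates esBAF inhibition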
SIRT5 block: blocks human SIRT5 desuccinylation of peptide | Q9NXA8 | Purified SirT5, succinyl-peptide AMC, trypsin-coupled fluorescence | inhibition, % at 15 µM | 330,000 compounds, 1.1% hits; in the data active means inhibition above about 15%
Target sequence (Q9NXA8 whole entry, looked up): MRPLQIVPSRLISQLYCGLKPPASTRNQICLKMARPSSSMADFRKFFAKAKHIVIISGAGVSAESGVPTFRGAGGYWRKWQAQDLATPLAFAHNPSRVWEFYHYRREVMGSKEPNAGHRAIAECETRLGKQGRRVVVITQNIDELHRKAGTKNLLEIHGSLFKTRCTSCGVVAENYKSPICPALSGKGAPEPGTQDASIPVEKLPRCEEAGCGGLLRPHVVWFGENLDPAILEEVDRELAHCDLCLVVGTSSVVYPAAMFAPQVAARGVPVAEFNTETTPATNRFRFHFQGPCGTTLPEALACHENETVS
LGR2 inh: Drosophila LGR2 receptor signaling inhibition; HEK293 LGR2, CRE-luciferase, bursicon-stimulated, 4 h; inhibition, % at 9.99 µM; 380,000 compounds, 0.35% hits;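 active means drop in luminescence signal, shown as inhibition above about 50% in the replicate tests, limit read from the data, passing the limit was not always enough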;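 further: agonist challenge used bursicon conditioned medium at about half maximal strength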
CASP6 VEID inh: caspase-6 (human) enzyme inhibition; AID 686996; 350,000 compounds, 0.53% hits; P55212; inhibition, % at 12.5 µM; purified caspase-6, Z-VEID-R110 cleavage fluorescence;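 active means mean inhibition across replicates at least about 35%, with every replicate also reaching that limit, limit read from the data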;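 further: 0% = median of neutral control wells and 100% = no fluorescence left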
Target sequence (P55212 24-179 limits assumed): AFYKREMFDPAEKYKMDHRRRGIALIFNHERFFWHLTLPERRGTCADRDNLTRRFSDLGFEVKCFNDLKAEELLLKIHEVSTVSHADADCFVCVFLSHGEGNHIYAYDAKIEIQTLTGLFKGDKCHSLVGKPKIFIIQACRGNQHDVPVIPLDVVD
Target sequence (P55212 194-293 limits assumed): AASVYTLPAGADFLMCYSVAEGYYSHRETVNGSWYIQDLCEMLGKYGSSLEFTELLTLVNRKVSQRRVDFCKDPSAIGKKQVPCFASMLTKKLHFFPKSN
FN deposition inh: fibronectin deposition inhibition; AID 743247; inhibition, % at 12.6 µM; AH1F fibroblasts, Alexa488-fibronectin deposition fluorescence, overnight; 350,000 compounds, 0.086% hits;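 active means mean inhibition across replicates of 30% or more, regardless of how many single replicates reach that level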;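 further: positive control wells lacked labelled fibronectin entirely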
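Material: AH1F fibroblast monolayer depositing Alexa488-labelled fibronectin into matrix / Amount: 10000 AH1F cells per well / Signal: fluorescence 485/525 nm / Medium: DMEM, 2% serum / Compound: single dose, pinned / Incubation: 1 h cell adhesion before compound, then overnight fibronectin incubation / Reagent: Alexa488-FN, 24 nM final / Read-out: inhibition of fibronectin deposition signal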
C2C12 statin: suppression of simvastatin myotoxicity | C2C12 myotubes + simvastatin, ATP luminescence, 48 h; scaled: DMSO 0, geranylgeraniol control 100 | rescue of ATP level, % at 7.49 µM | 330,000 compounds, 0.78% hits | AID 602340;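 active means mean ATP rescue above about 67%, or every replicate alone reaching that limit, limit read from the data, passing the limit was not always enough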;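 further: myotubes were challenged with 10 µM simvastatin during compound exposure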
Numbers without * were called inactive; & = joins results of further samples. Only part of the results is shown; the hit share may differ from the screen's.

Cc1ccc(-c2nc(C)sc2CC(=O)NCc2ccco2)cc1 was read as esBAF inh -6, FN deposition inh 4 and C2C12 statin 8.
For CCC(=O)Nc1ccc2c(c1)OC[C@H](C)N(C(=O)c1cnccn1)C[C@H](C)[C@H](OC)CN(C)C2=O the results were esBAF inh 0, LGR2 inh 2, FN deposition inh -4 and C2C12 statin -6.
CN(CC(=O)Nc1ccc(F)cc1)C(=O)COC(=O)CNC(=O)c1sc2ccccc2c1Cl was read as S100A4 inh HTS -1, esBAF inh -4, SIRT5 block -2, LGR2 inh 1, CASP6 VEID inh -2, FN deposition inh 3 and C2C12 statin 7.
For Cc1sc2ncnc(N3CCC(C(=O)Nc4ccc(F)cc4Cl)CC3)c2c1C the results were S100A4 inh HTS -3, esBAF inh -18, SIRT5 block 7, LGR2 inh 30, CASP6 VEID inh -1, FN deposition inh -1 and C2C12 statin -16.
COC(=O)C[C@H]1C[C@@H]2c3cc(NC(=O)NC4CCCC4)ccc3O[C@@H]2[C@@H](CO)O1 was read as S100A4 inh HTS -16&6, esBAF inh -5&-5, SIRT5 block -3&9, LGR2 inh 10, CASP6 VEID inh 1&-2, FN deposition inh 4&-12 and C2C12 statin -4&-11.
For CCC(=O)Nc1ccc2c(c1)OC[C@H](C)N(Cc1ccccc1OC)C[C@H](C)[C@@H](OC)CN(C)C2=O the results were S100A4 inh HTS 4, SIRT5 block 3, LGR2 inh -3, CASP6 VEID inh -1 and FN deposition inh -11.
Screening Cc1c(CCC(=O)O)c(=O)oc2cc3occ(-c4ccc(Cl)cc4)c3cc12 returned S100A4 inh HTS -1, esBAF inh 2, SIRT5 block 1, LGR2 inh -9, CASP6 VEID inh 8, FN deposition inh 0 and C2C12 statin 3.
NNC(=O)CNc1ccccc1Cl was read as S100A4 inh HTS -2, SIRT5 block -2, LGR2 inh -13, CASP6 VEID inh -1 and FN deposition inh 12.
For O=C(c1ccc(Br)o1)N1CCC(Cc2ccccc2)CC1 the results were S100A4 inh HTS 1, esBAF inh 5, SIRT5 block -5, LGR2 inh 4, CASP6 VEID inh 8 and C2C12 statin -4.
COC(=O)c1cc(NC(=O)c2ccccc2)c(=O)oc1C was read as S100A4 inh HTS -1, LGR2 inh -14, CASP6 VEID inh 0 and FN deposition inh 3.

Among those listed so far, two have fluorine.
CN(CC(=O)Nc1ccc(F)cc1)C(=O)COC(=O)CNC(=O)c1sc2ccccc2c1Cl was read as S100A4 inh HTS -1, esBAF inh -4, SIRT5 block -2, LGR2 inh 1, CASP6 VEID inh -2, FN deposition inh 3 and C2C12 statin 7.
For Cc1sc2ncnc(N3CCC(C(=O)Nc4ccc(F)cc4Cl)CC3)c2c1C the results were S100A4 inh HTS -3, esBAF inh -18, SIRT5 block 7, LGR2 inh 30, CASP6 VEID inh -1, FN deposition inh -1 and C2C12 statin -16.

Additional structures follow.
`CCC1(c2ccc(Cl)cc2)NC(=O)N(CC(=O)NCc2ccc(F)cc2)C1=O` (stereo not drawn) gave S100A4 inh HTS -7, esBAF inh -3, SIRT5 block 12, LGR2 inh -5, CASP6 VEID inh 2, FN deposition inh -7 and C2C12 statin 1.
Screening COc1cc(/C=C/C(=O)OCC(=O)N2CCCc3ccccc32)ccc1OCC#N returned S100A4 inh HTS 5, esBAF inh -7, SIRT5 block 5, LGR2 inh -13, CASP6 VEID inh 0, FN deposition inh -4 and C2C12 statin 5.
For COCC#Cc1ccc2c(c1)O[C@H](CN(C)Cc1ccc3c(c1)OCO3)[C@H](C)CN([C@H](C)CO)S2(=O)=O the results were S100A4 inh HTS -2, esBAF inh -3, SIRT5 block 1, LGR2 inh -9, CASP6 VEID inh 3 and C2C12 statin 16.
For O=C(O)C(Cc1ccccc1)N1C(=O)c2c(Cl)c(Cl)c(Cl)c(Cl)c2C1=O (stereo not drawn) the results were S100A4 inh HTS 0, SIRT5 block 1, LGR2 inh 7, CASP6 VEID inh 8 and FN deposition inh -1.
CCC(C)C(NC(=O)C1CCC(C)CC1)C(=O)NCc1ccccn1 (stereo not drawn) was read as esBAF inh 7, FN deposition inh 0 and C2C12 statin 9.
Screening CCOC(=O)C1(CC2CCCCO2)CCN(S(=O)(=O)c2ccc(C)s2)CC1 (stereo not drawn) returned S100A4 inh HTS -21, SIRT5 block 0, LGR2 inh -7, CASP6 VEID inh -2 and FN deposition inh 2.
For COC(=O)C1CCN(C(=O)COC(=O)C2CCN(S(=O)(=O)c3ccc4c(c3)OCCO4)CC2)CC1 the results were S100A4 inh HTS 1, SIRT5 block -1, LGR2 inh 5, CASP6 VEID inh 0 and FN deposition inh -3.
CCn1cc(S(=O)(=O)c2ccc(C)cc2)c(=O)c2cc(OC)ccc21 was read as S100A4 inh HTS 0, esBAF inh -3, SIRT5 block -3, LGR2 inh -5, CASP6 VEID inh 1, FN deposition inh -10 and C2C12 statin -28.
COC(=O)c1cc(C(=O)NC(C)(C)CC(C)(C)C)cc([N+](=O)[O-])c1 was read as S100A4 inh HTS -1, SIRT5 block 6, LGR2 inh 2, CASP6 VEID inh -2 and FN deposition inh -5.
For C[C@@H]1CN([C@@H](C)CO)C(=O)CCCn2nncc2CO[C@H]1CN(C)Cc1cccc(C(F)(F)F)c1 the results were S100A4 inh HTS -1&-9&3, esBAF inh -3&5&-2, SIRT5 block 2&1&-6, LGR2 inh 4&2, CASP6 VEID inh -1&-3&0, FN deposition inh -4&-7 and C2C12 statin 0&24&13.

2 consecutive records already listed:
For O=C(O)C(Cc1ccccc1)N1C(=O)c2c(Cl)c(Cl)c(Cl)c(Cl)c2C1=O (stereo not drawn) the results were S100A4 inh HTS 0, SIRT5 block 1, LGR2 inh 7, CASP6 VEID inh 8 and FN deposition inh -1.
CCC(C)C(NC(=O)C1CCC(C)CC1)C(=O)NCc1ccccn1 (stereo not drawn) was read as esBAF inh 7, FN deposition inh 0 and C2C12 statin 9.

The list continues:
Screening CC(C)NC(=O)C(c1ccc(F)cc1)N(Cc1ccco1)C(=O)CCC(=O)Nc1ccccn1 (stereo not drawn) returned S100A4 inh HTS -1, esBAF inh 3, SIRT5 block -6, LGR2 inh -1, CASP6 VEID inh 1, FN deposition inh 13 and C2C12 statin -2.
Screening COc1ccc2nc(CNC(=O)C3CCC(=O)N(CCc4ccccc4)C3)[nH]c2c1 (stereo not drawn) returned S100A4 inh HTS -7, esBAF inh -6, SIRT5 block -3, LGR2 inh 11, CASP6 VEID inh -3, FN deposition inh -2 and C2C12 statin 0.
Cc1cc(O)c(NC(=O)c2ccc(C)c([N+](=O)[O-])c2)cc1C was read as S100A4 inh HTS 1, SIRT5 block 0, LGR2 inh -31, CASP6 VEID inh 1 and FN deposition inh 1.
Screening CCOC(=O)N1CCC(NC(=O)CN2C(=O)C(CC)Oc3ccc(C)cc32)CC1 (stereo not drawn) returned esBAF inh 2, FN deposition inh -4 and C2C12 statin 2.
O=C([C@@H]1[C@@H](CO)[C@@H]2Cn3c(cccc3=O)[C@@H]2N1CCC(F)(F)F)N1CCCCC1 was read as S100A4 inh HTS 20, esBAF inh -14, SIRT5 block 9, LGR2 inh 13, CASP6 VEID inh 19 and C2C12 statin -9.
For N#C/C(=C(/O)CN1CCN(c2ccccc2F)CC1)c1nc(-c2ccc(Cl)cc2)cs1 the results were S100A4 inh HTS 3, esBAF inh -1, SIRT5 block -1, LGR2 inh 2 and C2C12 statin -11.
For COc1ccc(C(=O)C(=O)N2CCN(c3ccccc3F)CC2)cc1 the results were S100A4 inh HTS -8, LGR2 inh -4, CASP6 VEID inh -3 and FN deposition inh 4.
`CN1C(=O)c2cc(NC(=O)c3ccc(Cl)cc3)ccc2OC[C@@H]2O[C@H](CC(=O)O)CC[C@H]21` gave S100A4 inh HTS 9, esBAF inh -3, SIRT5 block -1, LGR2 inh -1, CASP6 VEID inh 1, FN deposition inh 3 and C2C12 statin 4.
Brc1cccc(OCCSc2ncccn2)c1 was read as S100A4 inh HTS -3, SIRT5 block -2, LGR2 inh -22, CASP6 VEID inh 0 and FN deposition inh 0.
Screening CC(C)C#Cc1ccc([C@@H]2[C@H]3CN(C(=O)Cc4ccccc4)CC(=O)N3[C@H]2CO)cc1 returned S100A4 inh HTS 10, SIRT5 block -2, LGR2 inh -10, CASP6 VEID inh 4 and FN deposition inh -8.
Screening CCOc1ccccc1NC(=O)NNS(=O)(=O)c1cc(OC)ccc1OC returned S100A4 inh HTS -4, esBAF inh -3, SIRT5 block 3, LGR2 inh 6, CASP6 VEID inh 1, FN deposition inh -3 and C2C12 statin 11.
O=C(CN1C(=O)NC2(CCOc3ccccc32)C1=O)Nc1cccc(Cl)c1 (stereo not drawn) was read as S100A4 inh HTS 0, SIRT5 block -6, CASP6 VEID inh 2 and FN deposition inh -7.
C[C@H]1CN([C@@H](C)CO)S(=O)(=O)c2ccc(-c3cccc(C#N)c3)cc2O[C@@H]1CN(C)C(=O)c1cccnc1 was read as S100A4 inh HTS 11, esBAF inh -11, SIRT5 block -8, LGR2 inh 13, CASP6 VEID inh -1, FN deposition inh 4 and C2C12 statin 23.
`CC(C)NC(=O)c1ccc2sc([C@H]3C[C@H](O)[C@@H](CO)O3)nc2c1` gave S100A4 inh HTS 2, esBAF inh 9, SIRT5 block -2, CASP6 VEID inh 1, FN deposition inh 9 and C2C12 statin 3.
`Cc1ccc(C)c(N2CCN(c3cnn(-c4nc5ccccc5s4)c(=O)c3Cl)CC2)c1` gave esBAF inh 6, LGR2 inh -54, FN deposition inh 1 and C2C12 statin -89.
Screening O=C(O)c1ccc(Cl)c(S(=O)(=O)Nc2ccc(S(=O)(=O)Nc3cccc(Cl)c3)cc2)c1 returned S100A4 inh HTS 2, esBAF inh 0, LGR2 inh -7, CASP6 VEID inh 8, FN deposition inh 4 and C2C12 statin 11.
CCCNC(=O)N(C)C[C@@H]1Oc2ncc(C#Cc3ccccc3F)cc2C(=O)N([C@H](C)CO)C[C@@H]1C was read as S100A4 inh HTS -2, esBAF inh -4, SIRT5 block -5, LGR2 inh -4, CASP6 VEID inh 0 and FN deposition inh -9.
For COc1ccccc1/C=C/C=N/n1c(-c2cc(-c3ccccc3)n[nH]2)n[nH]c1=S the results were S100A4 inh HTS -1, SIRT5 block 0, LGR2 inh -21, CASP6 VEID inh 1 and FN deposition inh 3.
`CC1(Oc2ccccc2)CCN(Cc2csc3ccccc23)C1` (stereo not drawn) gave S100A4 inh HTS 1, esBAF inh -4, LGR2 inh -4, CASP6 VEID inh -3, FN deposition inh -11 and C2C12 statin -2.
Screening Cc1cccc(N2C(=O)c3ccccc3C2=O)n1 returned S100A4 inh HTS -5, esBAF inh -7, SIRT5 block -4, LGR2 inh -7, CASP6 VEID inh -4, FN deposition inh 3 and C2C12 statin 5.
Cc1nc(N(CCO)C2CCCCC2)c2nnn(Cc3ccccc3)c2n1 was read as S100A4 inh HTS -2, esBAF inh 3, SIRT5 block -4, LGR2 inh 8, CASP6 VEID inh -2, FN deposition inh 0 and C2C12 statin -2.
`CCNC(=S)Nc1sc2c(c1C#N)CCC(C)C2` (stereo not drawn) gave S100A4 inh HTS 0, esBAF inh -1, SIRT5 block 0, LGR2 inh -8, CASP6 VEID inh -6, FN deposition inh 13 and C2C12 statin 11.
Screening O=C(NN1C(=O)C2C3c4ccccc4C(c4ccccc43)C2C1=O)c1ccc(Cl)cc1 (stereo not drawn) returned S100A4 inh HTS 4, SIRT5 block -1, LGR2 inh -1, CASP6 VEID inh 2 and FN deposition inh 7.
For COc1cccc(CNC(=O)C2CCCN(S(=O)(=O)N3CC(C)CC(C)C3)C2)c1 (stereo not drawn) the results were S100A4 inh HTS -5, esBAF inh -5, SIRT5 block -3, LGR2 inh 9, CASP6 VEID inh 1, FN deposition inh -2 and C2C12 statin -3.
`Cc1ccc(OCC(O)CN2C(=O)NC(C)(C)C2=O)cc1C` (stereo not drawn) gave S100A4 inh HTS -3, esBAF inh 2, LGR2 inh -4, CASP6 VEID inh 1, FN deposition inh 6 and C2C12 statin -2.
